# TRAIL sens C8: sensitizes caspase-8 expressing cells to TRAIL; NB7+C8 cells + TRAIL, ATPlite viability luminescence; inhibition (viability loss, TRAIL sensitization), % at 10 µM; 1% of 360,000 active;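 active = compounds causing at least 50% loss of cell viability in the single-dose screen, relative to plate controls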
# NCOA3 inh: human NCOA3 inhibition; inhibition, % at 3.6 µM; 0.17% of 360,000 active; Q9Y6Q9; HEK293 GAL4-SRC3 luciferase reporter, luminescence;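 active = inhibition above a per-campaign cutoff, the mean of all compounds plus 3 SD, cut at about 60% in these data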;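 also: 0% = DMSO-treated cells and 100% = gossypol-treated cells at 36 µM; higher means less SRC3-driven luciferase light from the GAL4 reporter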
# EBV LMP1 NFkB: reduces LMP1-driven NF-kappaB luciferase signal; LMP1-induced NF-kappaB luciferase reporter cells, luminescence; AID 504558; 0.69% of 350,000 active; inhibition, % at 12.5 µM; in the data active = inhibition above about 41%;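 also: 0% = neutral control wells and 100% = reference inhibitor control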
# NCOA1 inh: human NCOA1 inhibition; Q15788; 0.12% of 360,000 active; AID 588354; inhibition, % at 3.6 µM; HEK293 GAL4-SRC1 luciferase reporter, luminescence;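 active = inhibition above the campaign mean plus 3 SD, with each screening campaign given its own cutoff, cut at about 60% in these data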;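 also: 0% = DMSO treated cells and 100% = gossypol at 36 µM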
# TLR9-MyD88 inh: blocks human TLR9 binding to MyD88. 0.21% of 340,000 active. CHO BLA complementation TLR9-MyD88, CCF4 FRET ratio. inhibition, % at 4.98 µM. Q9NR96+Q99836;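 active = inhibition above the mean over all tested compounds plus 3 SD, cut at about 21% in these data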;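 also: 0% = DMSO only wells and 100% = clavulanate BLA inhibitor control wells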
# Target sequence (Q99836 whole entry, looked up): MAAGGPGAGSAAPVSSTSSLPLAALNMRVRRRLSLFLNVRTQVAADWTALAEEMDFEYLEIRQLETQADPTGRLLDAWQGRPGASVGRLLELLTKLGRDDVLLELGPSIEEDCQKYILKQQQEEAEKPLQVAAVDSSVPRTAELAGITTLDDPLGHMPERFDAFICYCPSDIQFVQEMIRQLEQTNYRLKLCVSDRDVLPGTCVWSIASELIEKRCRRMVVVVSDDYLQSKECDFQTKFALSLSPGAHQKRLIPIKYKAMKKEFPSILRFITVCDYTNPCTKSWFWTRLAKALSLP
# Target sequence (Q9NR96 whole entry, looked up): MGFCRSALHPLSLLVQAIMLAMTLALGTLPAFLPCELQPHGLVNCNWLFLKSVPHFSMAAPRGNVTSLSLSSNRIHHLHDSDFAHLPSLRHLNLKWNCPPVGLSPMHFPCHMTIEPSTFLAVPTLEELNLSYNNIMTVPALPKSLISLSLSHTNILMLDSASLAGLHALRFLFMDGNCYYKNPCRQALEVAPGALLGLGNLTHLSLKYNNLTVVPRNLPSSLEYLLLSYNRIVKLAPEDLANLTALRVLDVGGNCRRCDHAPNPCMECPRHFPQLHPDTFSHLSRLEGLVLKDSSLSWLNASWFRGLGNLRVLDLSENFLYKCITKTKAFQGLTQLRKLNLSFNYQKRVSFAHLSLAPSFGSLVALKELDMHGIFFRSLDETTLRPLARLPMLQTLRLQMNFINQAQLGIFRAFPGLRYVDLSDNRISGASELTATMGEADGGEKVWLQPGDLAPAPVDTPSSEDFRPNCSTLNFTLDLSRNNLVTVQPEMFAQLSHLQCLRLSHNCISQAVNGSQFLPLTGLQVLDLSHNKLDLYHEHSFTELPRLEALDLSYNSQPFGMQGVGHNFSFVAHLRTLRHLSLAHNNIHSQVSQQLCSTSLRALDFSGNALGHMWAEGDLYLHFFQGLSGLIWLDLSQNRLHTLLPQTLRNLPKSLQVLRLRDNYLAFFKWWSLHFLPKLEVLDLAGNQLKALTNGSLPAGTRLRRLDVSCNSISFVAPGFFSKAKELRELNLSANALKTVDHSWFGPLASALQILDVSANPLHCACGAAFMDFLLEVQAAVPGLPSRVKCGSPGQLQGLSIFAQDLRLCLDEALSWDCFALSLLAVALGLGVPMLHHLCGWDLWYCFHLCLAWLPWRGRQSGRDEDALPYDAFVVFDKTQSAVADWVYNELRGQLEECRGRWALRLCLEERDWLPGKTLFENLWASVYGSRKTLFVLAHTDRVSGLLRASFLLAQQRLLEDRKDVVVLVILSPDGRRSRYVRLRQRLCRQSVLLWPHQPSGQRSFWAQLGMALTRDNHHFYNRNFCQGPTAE
# NOD2-RIPK2 inh: NOD2-RIPK2 protein interaction inhibition; inhibition, % at 4.98 µM; O43353; AID 624267; CHO BLA complementation NOD2-RIPK2, CCF4 ratio; 0.38% of 360,000 active; in the data active = inhibition above about 21%;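 also: 0% = vehicle only and 100% = reference blocker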
# LRH-1 inv ag: NR5A2 inverse agonism in reporter assay | O00482 | HEK293T StAR-luciferase reporter, LRH-1 transfected, 24 h | inhibition, % at 3.6 µM | 0.13% of 360,000 active | AID 602396;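 active = inhibition above the mean inhibition of all tested compounds plus 3 SD, cut at about 73% in these data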;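 also: 0% = DMSO wells and 100% = reporter-only cells lacking LRH-1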
# TWEAK Fn14 block: TWEAK-Fn14 signaling inhibition; TWEAK-stimulated Fn14 reporter cells, luciferase luminescence, 8 h; inhibition, % at 10 µM; 2% of 360,000 active; AID 1159606; in the data active = inhibition above about 50%
# NR2F2 inh: inhibitors of human COUP-TFII (NR2F2). P24468. 0.7% of 370,000 active. AID 686940. HEK293T NGFI-A luciferase reporter, luminescence. inhibition, % at 8.6 µM;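 active = inhibition above a per-plate cutoff, mean inhibition of test wells between control levels plus 3 SD, cut at about 38% in these data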;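 also: cells cotransfected with COUP-TFII expression vector driving the NGFI-A reporter; 0% = median of COUP-TF2 test wells and 100% = reporter-only cells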
# NCOA2 inhibitor: inhibits human steroid receptor coactivator 2; Q15596; HEK293 GAL4-SRC2 luciferase reporter, luminescence; inhibition, % at 9 µM; 0.17% of 370,000 active;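 active = inhibition above the mean inhibition of all tested compounds plus 3 SD, set per campaign, cut at about 52% in these data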;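 also: 0% = DMSO treated cells and 100% = cells given Gossypol at 36 µM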
# TROY NFkB inh: TROY signaling inhibition; 0.98% of 360,000 active; inhibition, % at 10 µM; AID 1347056; Q293 LMP1-TROYcd NF-kB luciferase reporter, 4 h;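 active = compounds whose plate-normalised and pattern-corrected inhibition of the luciferase reporter signal at the single screening dose is 50% or more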
# Numbers without * were called inactive; / = no result given.
# The opening 12 entries as a preview:
SMILES,TRAIL sens C8,NCOA3 inh,EBV LMP1 NFkB,NCOA1 inh,TLR9-MyD88 inh,NOD2-RIPK2 inh,LRH-1 inv ag,TWEAK Fn14 block,NR2F2 inh,NCOA2 inhibitor,TROY NFkB inh
O=C(COC(=O)c1ccc(O)cc1)NCc1ccc2c(c1)OCO2,2,-5,-4,-18,-3,-1,-11,4,3,3,-10
N#CCCN(Cc1ccccc1)C(=O)CCC(=O)c1ccc(F)cc1,-30,-8,-1,7,-14,-16,1,0,-11,-3,-7
O=[N+]([O-])c1cc(S(=O)(=O)N2CCCC2)ccc1NN=C1CCCC1,4,7,0,-26,-12,-11,1,2,2,4,-1
COc1ccc(C(C)C)cc1S(=O)(=O)N1CCN(C)CC1,1,-3,-2,-25,6,-1,13,8,8,-10,14
Cc1ccc(C)c(N2CCN(C(=O)c3ccc4c(=O)n5c(nc4c3)CCCCC5)CC2)c1,22,16,5,-6,-17,1,-28,-21,16,-7,0
O=C(c1ccccc1Br)N1CCN(Cc2ccc3c(c2)OCO3)CC1,13,4,43*,14,-8,1,18,-15,-47,-12,-3
CCc1nc2c(OCc3ccc(Cl)cc3)cccn2c1N(C)C(=O)c1ccco1,1,2,/,15,/,5,0,-14,7,-13,-25
COc1ccc(NC(=O)C[C@@H]2C(=O)N(c3ccc(OC)cc3)CC2(C)C)cc1,9,-4,10,-5,0,-5,-24,14,4,-5,1
COc1ccc(N2CCN(CCNC(=O)Nc3cccc(C)c3C)CC2)cc1,-18,5,4,13,-7,-7,4,0,26,5,2
COc1cccc(-c2c(C(=O)N/N=C(\C)c3ccco3)nnn2-c2nonc2N)c1,-21,7,0,-3,-8,-6,14,-31,-2,-17,-2
C1=C(c2ccccc2)Nc2nnnn2C1,-10,-4,-2,3,2,9,-10,2,-10,-5,-11
Cc1cc(C)nc(NS(=O)(=O)c2ccc(NC(=O)CSc3nc(-c4ccccc4)c(C#N)c(=O)[nH]3)cc2)n1,0,12,-5,-14,-8,6,19,-6,-1,-26,17

# This part in full, from the start:
SMILES,TRAIL sens C8,NCOA3 inh,EBV LMP1 NFkB,NCOA1 inh,TLR9-MyD88 inh,NOD2-RIPK2 inh,LRH-1 inv ag,TWEAK Fn14 block,NR2F2 inh,NCOA2 inhibitor,TROY NFkB inh
O=C(COC(=O)c1ccc(O)cc1)NCc1ccc2c(c1)OCO2,2,-5,-4,-18,-3,-1,-11,4,3,3,-10
N#CCCN(Cc1ccccc1)C(=O)CCC(=O)c1ccc(F)cc1,-30,-8,-1,7,-14,-16,1,0,-11,-3,-7
O=[N+]([O-])c1cc(S(=O)(=O)N2CCCC2)ccc1NN=C1CCCC1,4,7,0,-26,-12,-11,1,2,2,4,-1
COc1ccc(C(C)C)cc1S(=O)(=O)N1CCN(C)CC1,1,-3,-2,-25,6,-1,13,8,8,-10,14
Cc1ccc(C)c(N2CCN(C(=O)c3ccc4c(=O)n5c(nc4c3)CCCCC5)CC2)c1,22,16,5,-6,-17,1,-28,-21,16,-7,0
O=C(c1ccccc1Br)N1CCN(Cc2ccc3c(c2)OCO3)CC1,13,4,43*,14,-8,1,18,-15,-47,-12,-3
CCc1nc2c(OCc3ccc(Cl)cc3)cccn2c1N(C)C(=O)c1ccco1,1,2,/,15,/,5,0,-14,7,-13,-25
COc1ccc(NC(=O)C[C@@H]2C(=O)N(c3ccc(OC)cc3)CC2(C)C)cc1,9,-4,10,-5,0,-5,-24,14,4,-5,1
COc1ccc(N2CCN(CCNC(=O)Nc3cccc(C)c3C)CC2)cc1,-18,5,4,13,-7,-7,4,0,26,5,2
COc1cccc(-c2c(C(=O)N/N=C(\C)c3ccco3)nnn2-c2nonc2N)c1,-21,7,0,-3,-8,-6,14,-31,-2,-17,-2
C1=C(c2ccccc2)Nc2nnnn2C1,-10,-4,-2,3,2,9,-10,2,-10,-5,-11
Cc1cc(C)nc(NS(=O)(=O)c2ccc(NC(=O)CSc3nc(-c4ccccc4)c(C#N)c(=O)[nH]3)cc2)n1,0,12,-5,-14,-8,6,19,-6,-1,-26,17
Cc1cc(F)ccc1C(O)c1ncc(-c2ccccc2F)[nH]1 (configuration not stated),-11,-5,/,-8,/,-8,12,3,-11,-7,-17
COc1ccc(NC(=O)CS(=O)c2cccc(Cl)c2)cc1 (configuration not stated),2,16,-2,-3,-3,-6,-4,-14,11,-32,-19
CCOC(=O)c1cc(-c2ccc(C#N)cc2)nc2c1c(C)nn2CCC#N,-5,-12,15,-1,-3,6,-6,-2,0,11,-14
O=C(NC(=S)Nc1ccccc1)c1cccs1,1,-75,-33,-51,2,-6,-76,-23,-29,-60,-39
Cc1ccc(S(=O)(=O)NCCC(=O)N2CCN(C/C=C/c3ccccc3)CC2)cc1,-14,12,33,-5,5,-5,9,14,-9,-10,1
COC(=O)c1ccc(C)c(-n2c(C)cc(C=O)c2C)c1,3,-4,-4,3,-8,7,32,1,5,-14,2
Cc1ccc2c(c1)C(c1ccccc1)N(C(=O)c1ccc(S(=O)(=O)N3CCOCC3)cc1)CC(=O)N2 (configuration not stated),-7,27,0,-4,-6,0,-4,-5,-5,-7,-33
CCc1nnc(NC(=O)CSc2nnc(-c3ccc(NS(=O)(=O)c4ccccc4)cc3)o2)s1,25,12,3,-12,-11,-13,1,-26,4,9,5
C/C(=N\NC(=O)c1ccc(C(=O)N/N=C(\C)c2ccco2)o1)c1ccco1,4,-7,0,5,0,3,-5,-5,-16,-26,-24
O=C(Nc1cc(F)ccc1F)c1cccc(-n2cnnn2)c1,9,19,1,-6,-3,4,10,2,-7,-8,-13
CCN1CCc2nc3ccccc3c(C(=O)Nc3ccc(F)cc3)c2C1,-10,17,-8,-8,-11,-5,0,4,6,6,-4
Cn1ccnc1SCC(=O)c1ccc(O)cc1,-4,-28,5,-37,-12,-24,-25,5,-5,-27,-3
CCN(CC)CCn1c(SCC(=O)NCc2ccccc2)nc2c(sc3ccccc32)c1=O,22,6,3,-16,-11,-7,6,-12,2,4,-3
COC(=O)c1sc(=S)n(-c2ccccc2OC)c1N,-4,1,0,-1,-16,-7,8,-17,5,-22,0
CCC(Oc1ccccc1OC)C(=O)Nc1ccc2c(c1)OCCO2 (configuration not stated),9,6,0,8,0,-3,1,59*,15,-18,29
CC1CCN(C(=O)c2ccc(N3C(=O)C4CCC(C)CC4C3=O)cc2)CC1 (configuration not stated),-4,8,2,1,-4,3,-12,9,4,-1,6
CC(C)NC(=O)N(C)C[C@H]1Oc2c(NC(=O)c3ccc(-c4nccs4)cc3)cccc2C(=O)N([C@@H](C)CO)C[C@H]1C,-2,-1,4,0,1,-2,-12,1,-27,-8,-14
Cc1ccc(NNC(N)=S)cc1Cl,9,7,0,4,-5,2,51,2,12,14,-1
O=C(CSc1nnc(-c2ccccn2)o1)Nc1ccccc1F,6,-67,-5,-88,-7,-16,-96,8,-53,-24,-16
Cn1c(-c2ccsc2)c(-c2cccs2)c2cc(Br)ccc21,9,3,0,-14,-4,-10,11,18,-7,5,-13
CC1(C)[C@H]2CC=C(CN3CCC(N4CCC(C(=O)N5CCCC5)CC4)CC3)[C@@H]1C2,21,-10,1,5,-8,-1,-20,-1,18,-30,1
CN(CCc1ccccn1)C(=O)CCC1CCCN(C(=O)c2c3c(nn2C)CCCC3)C1 (configuration not stated),-3,4,-1,13,0,-9,-5,9,-4,7,3
O=C(CNC(=O)c1ccccc1)Nc1cccc(C(F)(F)F)c1,-2,4,-3,-14,-8,-3,-9,10,1,-9,-8
Cn1c(NCc2ccco2)nc2c1c(=O)n(Cc1ccc(Cl)c(Cl)c1)c(=O)n2C,-5,13,19,-5,5,-9,-3,50*,-3,-31,29
CCCc1nc2ccccc2n1CCOC,22,-6,-11,-22,4,-17,-37,-17,-18,-22,-13
COc1ccc(C(=O)C2CCCN(C(=O)c3csc(C(C)=O)c3)C2)c(C)c1 (configuration not stated),0,9,1,9,4,0,1,-4,3,19,2
Cc1ccc(C(=O)Oc2oc(-c3ccco3)nc2C=Nc2ccc(Cl)cc2)cc1,31,-104,-13,-107,10,-13,-152,7,-55,-67,-39
CCN1C(=O)[C@H]2[C@@H](c3ccccc3)N[C@]3(CCCN(Cc4ccccc4)C3=O)[C@H]2C1=O,-12,11,1,3,3,3,1,6,-8,16,-11
Cc1nn(C)c(=O)n1-c1ccccc1,-4,0,-3,-3,-7,-5,-23,5,-10,12,-2
Cc1cc(C(=O)Nc2sccc2C#N)c2ccccc2n1,0,0,-6,-9,2,1,4,52,13,15,8
CCOC(=O)c1cnc(-c2ccccc2)nc1Oc1ccc(Cl)cc1,-1,12,1,-11,8,11,26,-24,-3,-4,3
CCOc1ccccc1NC(=O)COC(=O)c1c[nH]c2ccccc12,32,4,-2,-3,3,-5,11,-13,2,-5,14
O=C1c2ccccc2NC(c2cccc([N+](=O)[O-])c2)N1CCc1ccccc1 (configuration not stated),19,-47,-7,-44,0,9,-57,-10,2,-27,-17
C=CCn1cc(/C=C2/NC(=O)NC2=O)c2ccccc21,12,14,-8,-10,-4,-10,2,18,-34,13,5
COc1cccc(NC(=O)C2CCC(CNS(=O)(=O)c3cccs3)CC2)c1 (configuration not stated),0,7,7,-2,7,-6,11,15,-3,-3,10
O=C(NNC1=C(C(=O)C(F)(F)F)CCC1)c1ccncc1,4,1,-2,-12,10,1,-26,-11,19,20,9
COc1ccc(Cc2nc3ccc(C(=O)N(C)Cc4nccn4C)cc3o2)cc1,2,13,-4,-8,-2,-1,-10,10,-10,-2,-9
Cc1ccc(C(=O)OCC(=O)N(C)C2CCS(=O)(=O)C2)cc1[N+](=O)[O-] (configuration not stated),-2,-16,-10,12,9,-4,-14,-3,-2,-11,0

# (next part)
SMILES,TRAIL sens C8,NCOA3 inh,EBV LMP1 NFkB,NCOA1 inh,TLR9-MyD88 inh,NOD2-RIPK2 inh,LRH-1 inv ag,TWEAK Fn14 block,NR2F2 inh,NCOA2 inhibitor,TROY NFkB inh
CCSc1ncc(/C=N/Nc2ccc(F)cc2)n1C,-1,4,-13,-3,-6,-9,8,-12,8,-7,2
COc1ccc(OCC(O)CNc2ccc(Br)cc2)cc1 (configuration not stated),0,6,-3,3,-2,-1,11,-2,8,3,-26
Cc1onc(-c2ccccc2)c1C(=O)N(Cc1ccccc1)C(C)C,15,9,2,-4,-4,-3,-26,3,16,18,-29
O=S(=O)(NC1CCCCC1)c1ccc(S(=O)(=O)N2CCN3CCCC3C2)cc1 (configuration not stated),4,13,-3,-11,2,-14,9,1,13,-2,-3

# High-throughput results: PubChem, several laboratories

# The list is partial, so the mix of outcomes need not match the whole.
